High-throughput results (PubChem BioAssay)
D2 agonist: HTS Assay for Allosteric Agonists of the Human D2 Dopamine Receptor: Primary Screen for Agonists. HEK293 T-REx D2 cells, calcium flux agonist mode. activation, % at 2 µM. actives 0.53% (n = 340,000);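 active means activation over 3 SD above normal in the single-dose calcium agonist read, cut at about 30% in these data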; further: 0% is about no effect
Target sequence (P14416 whole entry, looked up): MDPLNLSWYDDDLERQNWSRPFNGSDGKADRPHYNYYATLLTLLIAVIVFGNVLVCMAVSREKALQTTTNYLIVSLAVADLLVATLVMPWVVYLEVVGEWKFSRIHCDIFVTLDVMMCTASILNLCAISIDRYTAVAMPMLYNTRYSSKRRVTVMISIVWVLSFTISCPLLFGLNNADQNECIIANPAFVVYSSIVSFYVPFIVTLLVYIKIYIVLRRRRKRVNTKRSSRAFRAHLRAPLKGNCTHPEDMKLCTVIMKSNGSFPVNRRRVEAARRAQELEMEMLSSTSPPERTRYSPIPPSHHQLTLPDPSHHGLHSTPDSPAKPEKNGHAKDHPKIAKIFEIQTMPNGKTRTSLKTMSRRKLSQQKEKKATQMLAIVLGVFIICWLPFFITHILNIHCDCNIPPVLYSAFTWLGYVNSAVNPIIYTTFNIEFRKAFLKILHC
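Tetracycline-induced HEK293 Trex cells with D2 receptor force-coupled to calcium signaling, plated overnight at 30 C and loaded with no-wash calcium dye. Calcium flux read kinetically for 180 s after compound addition; responses flag agonists.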
D2 antagonist: HTS Assay for Allosteric Antagonists of the Human D2 Dopamine Receptor: Primary Screen for Antagonists | D(2) dopamine receptor (Homo sapiens), P14416 | HEK293 TREx D2 cells, calcium flux, dopamine EC80 | inhibition, % at 10 µM | actives 2% (n = 340,000); in the data active means inhibition above about 30%; further: 0% is about no effect
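Overnight-induced (tetracycline, 30 C) HEK293 T-REx cells carrying force-coupled D2 receive a no-wash calcium dye, then compound, then EC80 dopamine at 180 s; signals are read kinetically throughout.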
TRHR agonist: qHTS for Small Molecule Agonists and Allosteric Enhancers of Human TRH Receptor: Primary Screen for Agonists. TRHR cells, calcium flux fluo-8, FDSS agonist mode. Thyrotropin-releasing hormone receptor (Homo sapiens), P34981. actives 0.18% (n = 360,000). AID 493084, 2011. activation, % at 2 µM; further: 0% is about no effect
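TRHR-expressing cells loaded with fluo-8 calcium dye; 23 nL library compound pin-transferred, kinetic FDSS fluorescence (Ex 480/Em 530) recorded about 180 s for agonist-induced calcium release, before a 10 nM TRH EC20 addition for potentiator mode.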
TRHR enhancer: qHTS for Small Molecule Agonists and Allosteric Enhancers of Human TRH Receptor: Primary Screen for Enhancers | enhancement, % at 2 µM | actives 0.66% (n = 360,000) | AID 493056, 2011 | TRHR cells, fluo-8 calcium fluorescence, EC20 TRH enhancement; in the data active means enhancement above about 30%; further: 0% is about no effect
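Enhancer read-out: after compound pinning and an initial kinetic agonist-mode read, an EC20 of TRH (10 nM final) was injected and fluo-8 calcium signal (Ex 480/Em 530) followed at 1 s/cycle for 100 cycles in TRHR-expressing cells.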
RXFP1 antag: qHTS Assay for Antagonists of the Relaxin Receptor RXFP1 | Relaxin receptor 1 (Homo sapiens), Q9HBX9 | HEK293-RXFP1, relaxin-stimulated cAMP HTRF, 30 min; stronger effect = lower value | activity change, negative = inhibition, % at 57.5 µM | actives 0.59% (n = 350,000);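 active means activity change of -60% or lower, but not beyond a set lower limit; inconclusive means change between -60% and -40%, or beyond the set limit; inactive means change above -40%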; further: on the % scale 0 is the no-effect control and ±100 the full control effect
D1 antagonist: Antagonist of Human D 1 Dopamine Receptor: qHTS; D(1A) dopamine receptor (Homo sapiens), P21728; HEK293 TREx D1 cells, calcium flux, dopamine EC80; stronger effect = lower value; activity change, negative = inhibition, % at 10 µM; actives 3.2% (n = 360,000); in the data active means activity change below about -30%; further: on the % scale 0 is the no-effect control and ±100 the full control effect
Target sequence (P21728 whole entry, looked up): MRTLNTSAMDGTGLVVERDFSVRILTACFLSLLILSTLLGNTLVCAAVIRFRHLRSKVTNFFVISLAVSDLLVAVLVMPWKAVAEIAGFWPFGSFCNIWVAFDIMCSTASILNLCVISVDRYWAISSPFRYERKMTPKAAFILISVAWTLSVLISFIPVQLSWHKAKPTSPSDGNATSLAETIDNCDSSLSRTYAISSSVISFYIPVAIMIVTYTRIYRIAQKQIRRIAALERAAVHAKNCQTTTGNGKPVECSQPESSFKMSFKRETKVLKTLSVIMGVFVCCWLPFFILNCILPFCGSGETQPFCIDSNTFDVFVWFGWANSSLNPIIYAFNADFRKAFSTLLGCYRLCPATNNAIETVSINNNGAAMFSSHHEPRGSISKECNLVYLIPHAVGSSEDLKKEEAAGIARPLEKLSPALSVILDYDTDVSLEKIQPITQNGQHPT
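Antagonism measured as reduced calcium response to an EC80 dopamine addition following 180 s compound pre-read; cells were inducible HEK293 Trex D1 plated overnight at 30 C, read kinetically at 1 cycle/sec.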
D1 PAM: Potentiators of Human D1 Dopamine Receptor: qHTS | D(1A) dopamine receptor (Homo sapiens), P21728 | HEK293 TREx D1 cells, calcium flux, dopamine EC20 potentiation | potentiation, % at 10 µM | actives 0.036% (n = 360,000); in the data active means potentiation above about 30%; further: 0% is about no effect
D2 potentiator: HTS Assay for Positive Allosteric Modulators of the Human D2 Dopamine Receptor: Primary Screen for Potentiators; HEK293 T-REx D2, calcium flux, EC20 dopamine potentiation; potentiation, % at 10 µM; actives 0.34% (n = 340,000); AID 485347, 2010;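 active means potentiation over 3 SD above the plate norm, cut at about 30% in these data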; further: 0% is about no effect
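Potentiation of an EC20 dopamine calcium response is measured in a force-coupled, tetracycline-inducible Hek293 Trex D2 line. Compound-only kinetic reads over 180 s flag agonists before dopamine addition.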
D1 agonist: Allosteric Agonists of the Human D1 Dopamine Receptor: qHTS; HEK293 T-REx D1 cells, calcium flux, agonist mode; activation, % at 2 µM; actives 1% (n = 360,000); AID 504660, 2011; further: 0% is about no effect
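Agonism was scored from calcium flux recorded over 180 s (1 read/s) after pintool compound addition, following a 10-cycle baseline. Cells were inducible force-coupled HEK293 TREx D1, plated overnight at 30 C and loaded with no-wash calcium dye.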
An asterisk follows results filed as active; ? = inconclusive; . = no result given; & = joins results of further samples. Unless noted, no stated cut-off is given here; in the data, active means activation above about 30%; inactive means the rest.

no.	molecule	D2 agonist	D2 antagonist	TRHR agonist	TRHR enhancer	RXFP1 antag
1	CC(C)C(NC(=O)c1c(F)cccc1F)C(=O)NC1CC(C)(C)NC(C)(C)C1 (stereo not drawn)	1.1	-11.1	0.5	3.3	5.8
2	Nc1nc(SCC(=O)Nc2ccc(Br)cc2F)n[nH]1	-0.7	-14.2	-0.5	-1.6	-3.3
3	Cc1ccc(C(=O)NNC(=O)c2ccc3ncccc3c2)cc1	1.4	-4.5	-0.3	0.1	-12.8
4	O=C(O)CNS(=O)(=O)Cc1ccccc1	0.4	2.5	0.7	-2.2	3.5
5	N#Cc1ccc(OCC(O)CN2CCN(CC(O)COc3ccc(C#N)cc3)CC2)cc1 (stereo not drawn)	2.1	-2.0	2.9	12.3	-9.1
6	CCc1nccn1S(=O)(=O)c1cccc([N+](=O)[O-])c1	0.2	11.0	-0.6	-0.6	.
7	COc1ccc(CNC(=O)CN(C2CCCCC2)S(C)(=O)=O)cc1	-0.3	-2.9	-0.4	3.6	-6.3
8	COc1ccc(C2=NN(Cc3ccccc3)C3C(=O)NC(=O)C23)cc1 (stereo not drawn)	0.5	4.8	0.5	-0.3	7.7
9	COc1cccc(-c2n[nH]c3c2C(c2ccccn2)N(C)C3=O)c1 (stereo not drawn)	0.0	.	0.3	3.9	2.1
10	COc1ccccc1OCC(=O)NCC(c1ccc(Cl)cc1)N1CCOCC1 (stereo not drawn)	.	.	0.3	-0.4	8.4

no.	D1 antagonist	D1 PAM	D2 potentiator	D1 agonist
1	8.1	4.1	4.3	3.1
2	-1.7	-2.1	9.1	-0.6
3	18.0	0.4	-4.6	2.6
4	-14.9	-9.8	-2.3	2.2
5	-15.2	.	1.1	11.7
6	-10.0	-2.5	2.5	3.6
7	-32.4*	-8.8	10.5	1.8
8	-2.8	-11.7	11.0	0.6
9	-18.9	3.6	1.3	-0.9
10	-3.1	0.1	-2.0	-1.7

The list goes on.
no.	molecule	D2 agonist	D2 antagonist	TRHR agonist	TRHR enhancer	RXFP1 antag
11	CN(CCCC1CCCC1)C(=O)c1cc(COc2ccc(F)cc2F)on1	0.1	-7.2	0.5	-8.0	?
12	Cc1cc(C2C(C#N)=C(N)OC3=C2C(=O)CC(C)(C)C3)c(C)s1 (stereo not drawn)	0.5	-4.8	-0.8	5.7	4.5
13	N#Cc1ccsc1NC(=O)CN1CCN(S(=O)(=O)c2ccccc2C(F)(F)F)CC1	0.4	10.9	-0.8	5.2	-0.1
14	Cc1ccc(C)n1-c1ccc(C(=O)NCc2cccnc2)cc1	.	.	-0.7	1.3	.
15	Cc1ccccc1Cn1c(=O)n(CCc2ccccc2)c(=O)c2ccccc21	0.6	.	1.1	5.0	.
16	O=C1c2ccccc2N2C(=O)c3ccccc3C2N1O (stereo not drawn)	-1.1	-13.4	-1.1	1.3	-21.9
17	O=C(Cn1ccc(C(F)(F)F)n1)NNC(=O)c1ccco1	-0.5	13.0	0.2	-0.6	6.1
18	COc1ccc(-c2cc(C(F)(F)F)nc(SCC(=O)N3CCC(C)CC3)n2)cc1	-0.6	.	-1.1	18.3	.
19	CC(C)(C)c1ccc(S(=O)(=O)NCC(=O)N2CCN(Cc3ccccc3)CC2)cc1	-0.6	-3.0	-1.3	0.1	-22.1
20	CCOC(=O)C1=C(CCc2ccccc2)NC(=O)NC1c1ccc(Br)cc1 (stereo not drawn)	0.3	-5.8	0.8	-0.7	.

no.	D1 antagonist	D1 PAM	D2 potentiator	D1 agonist
11	6.5	-3.0	-1.5	5.2
12	14.2	1.5	-2.9	0.6
13	-14.1	8.2	0.3	-0.5
14	-2.3	1.7	.	2.0
15	8.8	2.0	.	7.0
16	-4.4	-4.5	16.2	-0.4
17	-8.6	-6.6	9.7	2.1
18	-5.1	-5.6	5.3	-0.4
19	10.0	0.2	-17.8	0.2
20	-5.9	-1.6	2.8	3.2

(cont.)
no.	molecule	D2 agonist	D2 antagonist	TRHR agonist	TRHR enhancer	RXFP1 antag
21	CC(Sc1nnc(-c2ccccc2F)n1C1CC1)C(=O)N1CCCC1 (stereo not drawn)	0.5	-6.6	-0.3	1.8	0.0
22	COc1cc(OC)cc(C(=O)Nc2ccc3c(c2)n(C)c(=O)n3C)c1	0.3	-3.0	0.0	1.0	5.1
23	CC(=O)Nc1cccc(NC(=O)c2cccc3cccnc23)c1	0.1	-14.9	-0.6	-6.1	-8.0
24	N=C1C(c2nc3ccccc3s2)=C(O)CN1CCCO	0.7	-4.3	-0.2	11.3	-12.4
25	O=c1cc(-c2ccccc2Cl)oc2cccc(O)c12	-0.6	5.9	0.3	-2.1	.
26	Cc1cc(=O)[nH]c(SCC(=O)/C=C2\N(C)c3ccccc3C2(C)C)n1	-0.2	-8.2	0.6	7.4	-7.9
27	CNS(=O)(=O)c1cccc(C(=O)OCC(=O)N2CCCC2)c1	0.3	16.2	0.6	-6.0	7.0
28	CC1CCN(Cc2c(O)ccc3c(=O)c(-c4ccc(Cl)cc4)c(C(F)(F)F)oc23)CC1	0.6	.	0.1	16.7	-4.2
29	COc1cccc(N2CCN(C(=O)c3cnc4c(-c5ccccc5)c(C)nn4c3C)CC2)c1	-1.0	.	0.0	0.6	-27.5
30	COc1ccc([N+](=O)[O-])cc1NC(=S)NC(NC(C)=O)C(Cl)(Cl)Cl (stereo not drawn)	-0.2	-8.6	-0.2	-3.9	-14.7

no.	D1 antagonist	D1 PAM	D2 potentiator	D1 agonist
21	6.4	-1.6	6.4	0.3
22	10.1	-4.6	9.7	7.8
23	-3.1	-2.0	1.1	1.4
24	10.8	-7.5	-8.6	-0.2
25	-10.5	-6.4	-7.5	0.5
26	-15.2	-0.9	-4.3	10.5
27	-5.6	0.7	0.8	3.8
28	1.2	-5.5	4.9	0.6
29	-19.5	-5.0	-0.5	0.3
30	-10.8	-0.1	-19.1	2.4

Two compounds from above, reduced to TRHR enhancer, D2 antagonist and D1 agonist:
| entry | SMILES | TRHR enhancer | D2 antagonist | D1 agonist |
| --- | --- | --- | --- | --- |
| 28 | CC1CCN(Cc2c(O)ccc3c(=O)c(-c4ccc(Cl)cc4)c(C(F)(F)F)oc23)CC1 | 16.7 | . | 0.6 |
| 24 | N=C1C(c2nc3ccccc3s2)=C(O)CN1CCCO | 11.3 | -4.3 | -0.2 |

(more compounds)
no.	molecule	D2 agonist	D2 antagonist	TRHR agonist	TRHR enhancer	RXFP1 antag
31	C=CCNC(=S)Nc1ccc(OC(F)F)c(Cl)c1	-0.9	-4.6	1.1	-2.4	-7.3
32	Cc1ccc(-n2nc(CO)c(C(=O)NCCCc3ccccc3)n2)cc1	.	.	-0.8	-0.4	-36.1
33	CC1=CC(=C(C#N)C#N)c2ccccc2N1C	1.1	17.2	0.0	-6.0	-0.8
34	COc1ccc(Nc2nc(Cl)nc(Nc3ccc(OC)cc3OC)n2)c(OC)c1	0.2	51.3*	-0.1	-0.5	1.6
35	CCOc1ccc2nnnn2n1	0.1	-21.8	-0.3	8.9	-9.0
36	NC(=O)c1ccccc1NC(=O)/C=C/c1ccccc1	1.4	5.8	0.0	-2.9	3.4
37	CCN1C(=O)CC(N2CCN(c3ccc(C(=O)c4ccccc4)cc3)CC2)C1=O (stereo not drawn)	-1.4	1.1	-0.3	7.0	-4.3
38	O=C(O)c1ccccc1C(=O)OCc1c(-c2ccccc2)ncc2ccccc12	-1.1	1.2	-0.5	0.7	.
39	Cn1c(SCc2nc3ccccc3s2)nnc1-c1cccs1	-0.2	5.9	-0.2	2.8	8.6
40	C=CCSC1=N/C(=C\c2sccc2C)C(=O)S1	0.2	-3.3	-0.2	21.0	28.2

no.	D1 antagonist	D1 PAM	D2 potentiator	D1 agonist
31	-25.6	-8.6	5.0	16.9
32	3.7	-1.9	0.1	4.7
33	0.4	-1.4	-6.2	0.9
34	-7.6	-1.1	-6.1	0.8
35	-2.0	-3.7	-0.5	0.2
36	-20.2	-2.0	-6.2	1.2
37	4.2	15.2	7.9	-1.5
38	.	-4.0	11.6	-3.2
39	-2.3	0.1	4.6	2.1
40	18.2	4.0	5.5	6.4

Part of the list above in order of number of heavy atoms, largest number first.
no.	molecule	D2 agonist	D2 antagonist	TRHR agonist	TRHR enhancer	RXFP1 antag
38	O=C(O)c1ccccc1C(=O)OCc1c(-c2ccccc2)ncc2ccccc12	-1.1	1.2	-0.5	0.7	.
31	C=CCNC(=S)Nc1ccc(OC(F)F)c(Cl)c1	-0.9	-4.6	1.1	-2.4	-7.3
35	CCOc1ccc2nnnn2n1	0.1	-21.8	-0.3	8.9	-9.0

no.	D1 antagonist	D1 PAM	D2 potentiator	D1 agonist
38	.	-4.0	11.6	-3.2
31	-25.6	-8.6	5.0	16.9
35	-2.0	-3.7	-0.5	0.2

Later entries
no.	molecule	D2 agonist	D2 antagonist	TRHR agonist	TRHR enhancer	RXFP1 antag
41	Cc1noc(C)c1S(=O)(=O)N1CCN(Cc2ccc3c(c2)OCO3)CC1	3.4	12.7	-0.1	-6.9	0.3
42	O=C(O)COCC(=O)N1CCCN(c2ccc(C(F)(F)F)cn2)CC1	0.9	-6.5	0.4	1.9	27.0
43	COCCN1C(=O)C(=O)/C(=C(/O)c2ccc(S(=O)(=O)N3CCOCC3)cc2)C1c1ccc(O)c(OC)c1 (stereo not drawn)	0.1	-6.0	0.4	7.8	18.1
44	COc1ccc(-c2cc(C)no2)cc1S(=O)(=O)N1CCN(c2ccccc2F)CC1	0.0&0.1	2.7	-0.9&-0.6	1.1&5.4	-9.5&-3.2
45	COCn1c(-c2ccccc2)nc2ccccc21	0.9	-12.6	-1.0	0.8	5.7

no.	D1 antagonist	D1 PAM	D2 potentiator	D1 agonist
41	-19.1	-2.9	2.3	-0.7
42	1.4	-1.1	8.2	0.1
43	-4.0	-7.0	-1.4	4.3
44	-1.7&8.7	-1.1&-2.9	7.5	13.4&-0.7
45	-0.6	-3.1	5.4	-0.5

Three entries drawn at random from the list so far:
no.	molecule	D2 agonist	D2 antagonist	TRHR agonist	TRHR enhancer	RXFP1 antag
43	COCCN1C(=O)C(=O)/C(=C(/O)c2ccc(S(=O)(=O)N3CCOCC3)cc2)C1c1ccc(O)c(OC)c1 (stereo not drawn)	0.1	-6.0	0.4	7.8	18.1
42	O=C(O)COCC(=O)N1CCCN(c2ccc(C(F)(F)F)cn2)CC1	0.9	-6.5	0.4	1.9	27.0
45	COCn1c(-c2ccccc2)nc2ccccc21	0.9	-12.6	-1.0	0.8	5.7

no.	D1 antagonist	D1 PAM	D2 potentiator	D1 agonist
43	-4.0	-7.0	-1.4	4.3
42	1.4	-1.1	8.2	0.1
45	-0.6	-3.1	5.4	-0.5
